TGFb inhibitor – inhibitors of TGF-b signaling; AID 588855; HepG2 CAGA-GFP TGF-b/SMAD3 reporter, GFP fluorescence, 18 h; TGF-beta stimulated, 500 pg/mL final; hit rate 1.2% among 410,000; Potency, µM (series often up to 46.1 µM), for the others: at the highest dose activity, negative = inhibition, usual class: inhibitors; also: potency is read from the fitted curve at half-maximal effect; % is scaled to controls: 0 for no effect and ±100 for the full control effect; nearly all actives have a fitted effect of over 65% in size
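HEPG2 CAGA-GFP, 1000 cells/well; 2 h settle, 37 C; cpd via pin tool; TGF-b 500 pg/mL final; 18 h, 37 C; GFP imaging ex488/em500-530; %Activity normalised to -TGF-b and +DMSO controls; CRC fit, curve class.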
EPAC2 antag – antagonists of human EPAC2; Q8WZA2; EPAC2 GEF exchange of Rap1B-BODIPY-GDP, fluorescence; Potency, µM (doses to about 114 µM), inactives show at the top dose activity, negative = inhibition, actives largely listed as inhibitors; hit rate 0.18% among 360,000; AID 720708; also: potency is read from the fitted curve at half-maximal effect; % is scaled to controls: 0 for no effect and ±100 for the full control effect; nearly all actives have a fitted effect of over 45% in size; many of its hits are not listed in these tables
Target sequence (Q8WZA2 whole entry, looked up): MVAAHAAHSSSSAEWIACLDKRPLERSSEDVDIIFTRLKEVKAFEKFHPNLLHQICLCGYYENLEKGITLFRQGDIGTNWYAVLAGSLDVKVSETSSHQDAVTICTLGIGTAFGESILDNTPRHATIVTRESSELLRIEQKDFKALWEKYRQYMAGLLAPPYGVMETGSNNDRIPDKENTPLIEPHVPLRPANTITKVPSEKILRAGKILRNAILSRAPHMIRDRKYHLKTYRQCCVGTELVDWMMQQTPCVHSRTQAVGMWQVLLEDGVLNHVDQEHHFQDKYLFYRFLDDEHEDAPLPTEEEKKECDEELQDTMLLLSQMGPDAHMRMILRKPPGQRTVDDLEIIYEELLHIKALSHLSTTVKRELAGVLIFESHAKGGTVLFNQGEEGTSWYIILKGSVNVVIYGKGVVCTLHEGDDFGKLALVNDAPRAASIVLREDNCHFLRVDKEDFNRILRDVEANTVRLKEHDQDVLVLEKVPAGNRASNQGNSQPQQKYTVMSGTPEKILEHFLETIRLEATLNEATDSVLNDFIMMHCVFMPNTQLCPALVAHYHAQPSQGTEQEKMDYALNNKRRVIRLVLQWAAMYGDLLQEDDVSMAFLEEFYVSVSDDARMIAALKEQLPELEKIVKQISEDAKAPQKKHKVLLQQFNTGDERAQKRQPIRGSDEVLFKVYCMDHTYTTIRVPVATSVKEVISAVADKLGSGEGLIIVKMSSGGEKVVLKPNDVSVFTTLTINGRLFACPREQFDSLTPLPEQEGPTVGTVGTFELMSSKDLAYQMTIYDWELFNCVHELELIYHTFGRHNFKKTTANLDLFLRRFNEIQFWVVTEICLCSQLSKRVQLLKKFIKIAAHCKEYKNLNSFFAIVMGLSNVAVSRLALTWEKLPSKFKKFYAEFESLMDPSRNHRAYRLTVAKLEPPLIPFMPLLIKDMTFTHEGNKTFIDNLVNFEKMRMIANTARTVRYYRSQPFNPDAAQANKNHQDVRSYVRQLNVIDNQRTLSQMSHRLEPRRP
Nrf2 activator – activators of Nrf2 (ARE) signaling | AREc32 ARE-luciferase reporter (MCF7-derived line), luminescence, 24 h | Potency, µM (top dose mostly 46.1 µM), inactives show at the top dose activation, actives largely listed as activators | hit rate 0.31% among 410,000 | AID 624171; also: potency is read from the fitted curve at half-maximal effect; % of control where 0% means no effect; nearly all actives have a fitted effect of over 65% in size
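ARE activation measured as luciferase luminescence (Steady-Glo, 30 min RT) in AREc32_Fluc cells after 24 hr compound exposure at 37 deg C, 5% CO2; cells seeded overnight at 1000/well in OPTI-MEM, 5% FBS.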
Nrf2 inh – inhibitors of Nrf2 signaling; Potency, µM (top dose mostly 46 µM), for inactives: top-dose activity change, negative = inhibition, usual class: inhibitors; A549 ARE-Fluc reporter, luciferase luminescence, 18-24 h; hit rate 2.1% among 360,000; also: potency is read from the fitted curve at half-maximal effect; % is scaled to controls: 0 for no effect and ±100 for the full control effect; nearly all actives have a fitted effect of over 60% in size
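Nrf2 activity is the BugLite luminescence, read 15 min after reagent at room temperature, following CellTiter-Fluor cytotoxicity readout (30 min, 37C). Compound titrations were applied for 18-24 h to 5000 A549 ARE_Fluc cells/well in 5% FBS OPTI-MEM.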
EPAC2 agonist – activates human EPAC2 exchange factor | Q8WZA2 | EPAC2 activation, biochemical qHTS; response scale: 100% = 6.5 mM cAMP response | Potency, µM (highest dose often 154 µM), without a hit: at the top dose activation, actives largely listed as activators | hit rate 0.079% among 360,000; also: potency is read from the fitted curve at half-maximal effect; nearly all actives have a fitted effect of over 50% in size
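Compounds were titrated in qHTS against a Rap1B-BODIPY-GDP (250 nM) complex with EPAC2 (100 nM) and GDP (50 uM). BODIPY-GDP release tracked at 480/540 nm over 30 min at room temperature, normalized to 6.5 mM cAMP.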
CCT modulator – changes cytosolic chaperonin activity; purified chaperonin ATPase assay, HTRF ADP detection, 30 min; activity change, % (test concentration not listed), hits read low; hit rate 0.3% among 360,000; in the data active = activity change below about -30%; also: % is scaled to controls: 0 for no effect and ±100 for the full control effect
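Nucleotide hydrolysis assay: TRiC at 20–40 nM final (set by batch activity) with 10 uM ATP, 30 min at 37 °C, in presence of 76 uM compound. Detection by competitive ADP HTRF, 30 min ambient.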
Akt phos inh – Akt phosphorylation inhibition; Neuro2A IGF-stimulated pAkt S473 HTRF, 20 min; hits give low values; activity change, % for hits at 50 µM; hit rate 0.32% among 360,000; in the data active = activity change below about -80%; inconclusive = mostly about -51% to -80%; also: % is scaled to controls: 0 for no effect and ±100 for the full control effect
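Neuro2A cells (4,500/well, DMEM with 0.5% FBS) were treated with compound at a single 50 µM final concentration, stimulated with 6 nM IGF for 20 min at 37 °C, and lysed. Phospho-Akt Ser473 was read by HTRF as 665/615 ratio ×10^4.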
MmCpn inh – inhibitors of Methanococcus maripaludis chaperonin (MmCpn); hit rate 0.031% among 330,000; Potency, µM (top dose mostly 76.9 µM), inactives show at the top dose activity, negative = inhibition, hits mostly inhibitors; AID 504842; purified Mm-Cpn ATPase, ADP Transcreener TR-FRET; also: potency is read from the fitted curve at half-maximal effect; % is scaled to controls: 0 for no effect and ±100 for the full control effect; nearly all actives have a fitted effect of over 80% in size
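Quantitative HTS used 25 nM Mm-CPN and 10 uM ATP in magnesium/KCl Tris buffer, pH 7.4, with 1 mM DTT. Hydrolysis ran 30 min at 37°C; ADP was read by HTRF.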
A549 viability – kills or reduces viability of A549 cells in Nrf2 counter-screen; Potency, µM (titrated, usually from 46 µM), without a hit: top-dose activity change, negative = cytotoxicity, hits mostly inhibitors; A549 ARE-Fluc cells, CellTiter-Fluor viability, 18-24 h; hit rate 0.16% among 390,000; AID 504648; also: potency is read from the fitted curve at half-maximal effect; % is scaled to controls: 0 for no effect and ±100 for the full control effect
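Cytotoxicity counterscreen: CellTiter-Fluor fluorescence was measured in A549 ARE_Fluc cells after 18-24 h of compound exposure in a concentration series. The subsequent BugLite luminescent read reports ARE-luciferase activity.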
The depositor's hits bear a star; i = inactive; ? = inconclusive; · = no result given; & = joins results of further samples; [ ] = another dose, or the depositor's remark. Unless noted, calls follow the shape of the dose curve; as a rule, active = well fitted curve in the direction sought with a large enough effect; inconclusive = small, poorly fitted or top-dose-only effect, or another doubt; inactive = no such curve, though single readings can be large; an effect the other way counts as inactive or inconclusive. A portion of the library; rates above refer to the full screens.

Sample of the layout:
SMILES	TGFb inhibitor	EPAC2 antag	Nrf2 activator	Nrf2 inh	EPAC2 agonist	CCT modulator	Akt phos inh	MmCpn inh	A549 viability
CC(C)CNC(=S)NC(=O)c1ccccc1Cl	-14%	-2%	1.0%	5%	6%	-2.7	i	1%	0%
CN(C)CCNC(=O)CN1C(=O)COc2ccc(C(C)(C)C)cc21	3%	14%	0.4%	?	-1%	-2.0	i	2%	5%
COc1ccc(C(=O)Nc2ccc(NC(=O)C3CCCCC3)nc2)cc1	4%	10%	-0.5%	19%	-3%	-0.5	i	3%	0%

Main list, previewed entries included:
SMILES	TGFb inhibitor	EPAC2 antag	Nrf2 activator	Nrf2 inh	EPAC2 agonist	CCT modulator	Akt phos inh	MmCpn inh	A549 viability
CC(C)CNC(=S)NC(=O)c1ccccc1Cl	-14%	-2%	1.0%	5%	6%	-2.7	i	1%	0%
CN(C)CCNC(=O)CN1C(=O)COc2ccc(C(C)(C)C)cc21	3%	14%	0.4%	?	-1%	-2.0	i	2%	5%
COc1ccc(C(=O)Nc2ccc(NC(=O)C3CCCCC3)nc2)cc1	4%	10%	-0.5%	19%	-3%	-0.5	i	3%	0%
O=c1c2ccccc2nc(-c2ccc(Cl)cc2Cl)n1O	-22%	10%	-0.5%	3%	16%	-1.3	i	-4%	1%
O=C(CSc1nnc(Cc2ccccc2)o1)Nc1ccc(N2CCOCC2)cc1	0%	6%	0.3%	15%	-3%	0.8	i	-3%	1%
O=C(NCc1csc(-c2ccccc2)n1)c1ccco1	9%	-6%	6.3%	-7%	11%	-4.4	i	-13%	-7%
COc1ccc(NC(=O)CCc2nnc3n(Cc4ccccc4Cl)c(=O)c4ccccc4n23)cc1	0%	·	0.5%	?	·	·	·	·	-9%
CCOc1ccc(C(CC(=O)O)NC(=O)C23CC4CC(CC(C4)C2)C3)cc1 (configuration not stated)	3%	7%	-1.0%	14%	6%	-4.0	i	2%	-7%
CC(=O)/C=C\c1cn(-c2ncc(C(F)(F)F)cc2Cl)c2ccccc12	-5%	-2%	?	·	-1%	-0.5	i	-3%	4%
Cc1cc2c(c(=O)n1CC1CCCO1)C(c1ccco1)C(C#N)=C(N)O2 (configuration not stated)	-7%	1%	-0.1%	-4%	5%	-0.8	i	-2%	0%
Cn1c2c(c(=O)n(C)c1=O)C(C(F)(F)F)(C(F)(F)F)N=C(c1ccc(Cl)cc1)N2	1.8µM*	1%	0.9%	2.3µM*	-8%	1.0	i	0%	5.8µM*
CO/N=C(\Cn1ncc(N2CCOCC2)c(Br)c1=O)c1ccc(Cl)cc1	1%	?	1.7%	-16%	-2%	2.0	i	-2%	17%
CC(=O)C[C@@H](O)CC(=O)[C@@H]1OC(=O)CCCCCCCCc2ccccc21	-16%	-20%	3.3%	4%	4%	-0.4	i	-1%	-2%
CN(c1ccccc1)S(=O)(=O)c1ccc(NC(=O)C2CC2)cc1	-11%	2%	-0.7%	-5%	6%	-2.7	i	-3%	2%
CCCCC[C@@H]1CCCCC[C@@H](O)C[C@@H](O)[C@H](O)/C=C/C(=O)O1	·	8%	12%	·	-8%	0.0	i	·	·
CCOc1cccc2sc(N(CCCN(C)C)C(=O)Cc3ccccc3)nc12	-1%	15%	0.3%	11%	5%	-2.6	i	?	4%
O=C(O)c1ccccc1NS(=O)(=O)c1cccc(-n2sc3ccccc3c2=O)c1	-2%	-5%	4.4%	2%	6%	-0.5	i	0%	-13%
Nc1ccc(Cl)c(S(=O)(=O)Nc2cccc(Cl)c2)c1	-18%	-2%	0.4%	-9%	10%	1.0	i	0%	9%
COc1cccc(C2CC(=O)Nc3c2c(=O)n(C)c2nc4ccccc4n32)c1OC (configuration not stated)	35%	·	-2.0%	1%	·	·	·	·	-2%
COc1ccccc1C(=O)N/C(=C\c1cn(S(=O)(=O)N(C)C)c2ccccc12)C(=O)N1CCOCC1	19%	-6%	-0.6%	-12%	0%	-1.3	i	0%	-7%
CCOC(=O)c1ccc(CC2SC(N)=NC2=O)cc1 (configuration not stated)	4%	10%	-0.5%	-1%	3%	-0.2	i	0%	1%
Cc1ccc(NC(=O)c2ccc(-c3ccccc3)s2)cc1	20%	·	6.1%	?	·	·	·	·	-4%
Cc1cc2c([nH]c3ccccc32)c2c1OC(C)(C)C=C2	?	-19%	4.5%	?	0%	0.2	i	0%	-1%
COc1ccccc1CNC(=O)C1CCN(S(=O)(=O)c2ccc3c(c2)C(C)(C)C(=O)N3C)CC1	1%	11%	-0.7%	0%	6%	-0.2	i	2%	0%
COC(=O)C1=C(N)OC2=C(C(=O)CC(C)(C)C2)C1c1cc2c(cc1Cl)OCO2 (configuration not stated)	2%	-23%	-0.9%	0%	12%	0.5	i	-1%	0%

The list goes on:
SMILES	TGFb inhibitor	EPAC2 antag	Nrf2 activator	Nrf2 inh	EPAC2 agonist	CCT modulator	Akt phos inh	MmCpn inh	A549 viability
Cc1cc(F)ccc1S(=O)(=O)N1CCCOC1CNC(=O)C(=O)NCCN1CCOCC1 (configuration not stated)	-9%	5%	0.1%	?	-2%	-2.0	i	0%	-11%
CCOc1ccc2cc(C(=O)NCc3ccccc3)c(=N)oc2c1	0%	1%	5.9%	4%	2%	2.9	i	2%	0%
Cc1ccc(-c2cc(-c3ccccc3)no2)c(O)c1	5%	5%	19%	12%	3%	1.7	i	2%	7%
COc1cc(OC)cc(C(=O)NC2CCN(CCCOc3ccccc3)CC2)c1	-7%	3%	0.1%	9%	11%	-1.7	i	-5%	0%
Cc1ccc(-n2nc(-c3ccccc3)cc2Nc2ccccc2N)cc1	7%	-2%	-0.4%	-3%	9%	2.5	i	1%	-4%
CC1=NN(c2cccc(Cl)c2)C(=O)C1	-23%	7%	-0.5%	-14%	18%	1.0	i	0%	-5%
Cc1ccc(NC(=S)c2ccncc2)c(C)c1	-10%	7%	-0.5%	?	7%	0.1	·	0%	?
CC(=O)Oc1ccc(NC(=O)C2CCCCC2)c(C(=O)O)c1	-6%	-5%	-0.4%	18%	4%	-0.2	i	0%	5%
COC(C(=O)N/N=C(\C)c1ccc(O)cc1)c1ccccc1 (configuration not stated)	3%	-5%	0.0%	9%	4%	0.3	i	1%	1%
C[c-]1[c-](C)[c-](C)[c-](C)[c-]1C.[Fe].c1cc2nccc(N3CCCC3)[c-]2c1 (configuration not stated)	?	8%&10%	3.6%&-1.4%	?	8%&10%	-3.7&-1.8	i	-1%&-2%	-17%&-4%
CCCOC(c1ccccc1)(c1ccccc1)C(Oc1nc(C)cc(C)n1)C(=O)O (configuration not stated)	-19%	5%	-0.6%	?	8%	-2.3	i	0%	-16%
COC(=O)C(CCSC)NC(=O)c1c(C)oc2ncn(CC(C)C)c(=O)c12 (configuration not stated)	-1%	·	4.7%	16%	·	·	·	·	0%
NC(=O)c1ccc(NC(=O)CN2CCOCC2)cc1	0%	5%	-0.2%	0%	13%	-2.2	i	0%	1%
Cc1cc(OCC(=O)NC2CCN(Cc3ccccc3)CC2)c2c(C)cc(=O)oc2c1	-2%	7%	-0.1%	0%	-9%	-2.0	i	0%	-4%
COc1cc(/C=N/NC(=O)c2cccnc2)ccc1OC(=O)c1ccc([N+](=O)[O-])cc1	-5%	0%	4.3%	12%	-3%	3.6	i	0%	10%
Cc1cc(C)c(C#N)c(Oc2ccc(F)cc2)n1	-12%	12%[57.1 µM]	-0.4%	?	2%	-3.0	i	1%	9%
CCOC(=O)c1ccc(-n2c(=O)[nH]c3ccccc3c2=O)cc1	-1%	-2%	-0.4%	-17%	1%	0.2	i	-1%	-3%
CCOC(=O)c1ccc(NC(=O)COC(=O)c2cn(CC)c3nc(C)ccc3c2=O)cc1	6%	·	3.6%	-2%	·	·	·	·	-4%
O=C(Nc1ccc(F)cc1)N(Cc1cccs1)Cc1cc2cc3c(cc2[nH]c1=O)OCO3	?	-15%	0.6%	-33%	15%	-1.0	i	-4%	3%
CCCCOCCCNC(=O)C1CCCCC1	-2%	1%	-0.1%	6%	2%	-1.4	i	1%	-1%
COc1cc(/C=C2\SC(=N)N(c3ccc(F)cc3)C2=O)ccc1O	9%	2%	1.7%	19%	1%	-1.0	i	0%	-2%
C=CCNc1nc(N)c([N+](=O)[O-])c(NCc2ccccc2)n1	7%	-2%	4.8%	?	7%	-0.1	i	-1%	0%
CCCOc1ccc(OCCOCCN2CCc3ccccc3C2)cc1	-4%	-18%[57.1 µM]	0.2%	?	-1%	1.8	i	1%	22%
C/C=C/C=C/C(=O)O	10%	5%	0.6%	9%	1%	0.4	i	1%	-3%
CCOc1ccccc1/C=N/NC(=O)CNC(=O)c1ccc(S(=O)(=O)N2CCOCC2)cc1	30%	-7%	-0.3%	3%	9%	-7.2	i	0%	-3%
O=C(N/N=C/c1cc2c(cc1Cl)OCO2)c1cccc(Br)c1	0%	-14%	4.6%	-15%	23%	-4.1	i	-1%	3%
Cc1nc2scc(C)n2c(=O)c1S(=O)(=O)NC(C)c1ccccc1 (configuration not stated)	3%	-1%	-0.1%	0%	-5%	0.5	i	0%	0%
Cc1ccc(CN2CCC(C)(Oc3ccc(Cl)cc3)C2)cc1 (configuration not stated)	-2%	0%	-0.4%	·	8%	-1.3	i	·	·
CCOc1ccc(/C=C2\SC(=S)N(N3C(=O)C4CC4C3=O)C2=O)cc1 (configuration not stated)	-3%	-4%	-0.4%	13%	-4%	1.8	i	-4%	-8%
CCOC(=O)Cc1nnn(CC(=O)OCC)n1	-2%	14%	-0.6%	4%	0%[15.6 µM]	-3.3	·	-1%	4%

Screening data deposited in PubChem by National Center for Advancing Translational Sciences (NCATS).
